High-throughput results: PubChem BioAssay, several laboratories
M17LAP inhibition = P. falciparum M17LAP inhibitors, primary screen, biochemical, fluorogenic H-Leu-NHMec substrate, 1536-well (AID 1619). recombinant M17LAP, H-Leu-NHMec fluorogenic kinetic assay; higher % means a stronger effect. one-dose inhibition, % at 30 µM; IC50 in µM for titrated hits. hit rate 0.38% among 220,000;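 active = compound inhibiting the enzyme by more than half at any dose during confirmatory dose-response retesting; inconclusive = strong single-dose inhibitors picked by rank but not retested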;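 note: plate controls were full reaction with DMSO carrier for no effect and no enzyme background for full effect; strong numbers were not always called active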
Hep lipid drop = hepatic lipid droplet formation modulation; AML12 mouse hepatocytes, oleate lipid droplets, BODIPY imaging; hit rate 0.4% among 240,000; inhibition, % at 6.5 µM;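 active = lipid droplet intensity inhibited by at least 50%, with more than 500 cells counted; inconclusive = wells with under 300 cells, treated as cytotoxic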
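Material: mouse AML12 hepatocyte cell line, fixed after treatment; Timing: compound with oleate, overnight; Technique: high-content imaging of BODIPY-stained droplets and DAPI nuclei; Probe or stimulus: oleate, 100 µM final; Dosing: compound at 6.5 µM only.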
PMI inhibition = MPI inhibition at elevated mannose 6-phosphate – biochemical, fluorescence intensity, high mannose 6-phosphate, primary screen (AID 1220); hit rate 0.66% among 190,000; inhibition, % at 20 µM, or IC50 in µM where a hit was titrated; recombinant PMI enzyme, coupled fluorescence intensity; higher % means a stronger effect
XIAP displacement = XIAP antagonists, biochemical, IAP family, fluorescence polarization (AID 1018); XIAP BIR domain, fluorescence polarization peptide displacement; higher % means a stronger effect; displacement, % at 20 µM, or IC50 in µM where a hit was titrated; hit rate 0.007% among 200,000; in the data active = displacement above about 50%; note: a part of the inactive calls stands beside numbers as strong as those of hits
TNAP activators = human TNAP enzyme activators, primary screen, biochemical, luminescent, no phosphate acceptor, uHTS (AID 1001). activation fold at 20 µM; hits with a dose series show EC50 in µM. purified TNAP, luminescent activation assay, no phosphate acceptor; higher activation fold means a stronger effect. hit rate 0.03% among 200,000; in the data active = activation fold from about 3, or a potency from the dose series; inactive = the rest, 99 in 100 with activation fold below about 1.6; note: many of its hits are not listed in these tables
K1F lysis inhibition = protection from phage-mediated lysis, alamar blue read-out – E. coli UTI89, K1F phage, bacterial capsule biogenesis inhibitors (AID 488966) | E. coli UTI89 K1F phage lysis, alamar blue, 2 h; higher % means a stronger effect | inhibition, % at 100 µM, or IC50 in µM where a hit was titrated | hit rate 0.02% among 340,000;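 active = phage lysis inhibition, versus mean bacterial control, above a set limit; inconclusive = no clear call, values can overlap the other calls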;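 note: capsule biogenesis inhibitors block K1F phage lysis so surviving cells raise fluorescence; higher fluorescence means more inhibition of phage lysis; actives were called in the ten point dose series up to 300 µM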
PMI inhibitors = inhibitors of human PMI, primary screen, biochemical, fluorescence intensity, coupled assay (AID 1209); hit rate 0.42% among 190,000; purified PMI enzyme, coupled fluorescence intensity; higher % means a stronger effect; inhibition, % at 20 µM; hits with a dose series show IC50 in µM;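 note: plate controls were DMSO vehicle for no effect and wells lacking substrate for full effect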
Siah-1 displacement = Siah-1 peptide-binding antagonists, primary screen, biochemical, fluorescence polarization, rhodamine-plectin, uHTS (AID 1817); Siah-1 / rhodamine-plectin peptide fluorescence polarization; higher % means a stronger effect; displacement, % at 20 µM; hits with a dose series show IC50 in µM; hit rate 0.02% among 290,000;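 active = displacement of at least 50% at 20 µM, with a fluorescence ratio check between 0.3 and a set limit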;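 note: plate controls were Siah plus tracer with DMSO for no effect and tracer alone without Siah for full effect; strong numbers were not always called active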
P. falciparum M1AAP = malaria alanyl aminopeptidase activity blockers – biochemical, fluorogenic H-Leu-NHMec substrate, 1536-well (AID 1445); recombinant M1AAP, H-Leu-NHMec fluorogenic kinetic assay; higher % means a stronger effect; hit rate 0.42% among 220,000; inhibition, % at 30 µM; hits with a dose series show IC50 in µM;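 active = primary inhibition above the hit cutoff, then over 50% inhibition at one or more dose response concentrations, cut at about 23% in these data, passing the limit was not always enough; inconclusive = conflicting primary data, or primary hits not chosen for dose response; inactive = low primary inhibition, or under 50% at every dose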;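 note: plate controls were DMSO full reaction for no effect and no enzyme background for full effect; strong numbers were not always called active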
Hep lipid drop cells 6.5 µM = recorded beside Hep lipid drop, whose call it bears; cell count; measured here: cell count, cytotoxicity flag;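 cells counted across two imaged fields per well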
An asterisk follows results filed as active; ? = inconclusive; / = not tested or not shown; [ ] = another dose, or the depositor's remark. Cut-off read from the data, not from the text of the source, unless noted: active = inhibition above about 50%; inactive = the rest. This is a random part of the collection; overall some 1.9% were active at least once.

Molecule,M17LAP inhibition,Hep lipid drop,Hep lipid drop cells 6.5 µM,PMI inhibition,XIAP displacement,TNAP activators,K1F lysis inhibition,PMI inhibitors,Siah-1 displacement,P. falciparum M1AAP
Cc1cc(C)n(CC(C)NC(=O)CCc2nnc(CCc3ccccc3)o2)n1 (stereo not given),0%,-2,770,-8%,0.3%,1,0.6%,-4%,-1%,2%
O=C(CSc1ncnc2ccccc12)c1ccco1,10%,1,702,9%,-1.5%,1.2,0.6%,30%,37%,3%
Cc1ccc(NC(=S)N2CCCC2)cc1,-2%,-30,601,-3%,-3.5%,1,0.2%,-10%,5%,3%
Cc1cccc(NC(=O)/C=C/c2ccc3c(c2)OCO3)n1,-3%,11,751,4%,-1.5%,1.1,4.0%,11%,13%,2%
COc1cccc(CNc2ccccc2O)c1OCc1ccccc1F,-2%,-6,673,45%,-4.6%,1,0.0%,13%,1%,13%
COc1ccc(NC(=S)N2CCN(C(=O)C3CCCO3)CC2)c(OC)c1 (stereo not given),2%,2,623,8%,-6.2%,1,0.2%,4%,2%,1%
Nc1ccc(C(=O)OCCCc2nc3ccccc3[nH]2)cc1,5%,/,/,-9%,-8.2%,0.8,0.1%,-4%,-4%,-2%
COc1ccc(C2CC(=O)NC3=C2C(=O)CCC3)cc1Cl (stereo not given),2%,/,/,-4%,-3.3%,1.1,0.8%,-5%,-8%,-1%
Cn1ncc(N2CCN(S(=O)(=O)c3ccc(Br)cc3)CC2)c(Cl)c1=O,4%,22,708,1%,-4.3%,1,-1.1%,-2%,16%,2%
Cc1ccc(S(=O)(=O)Oc2cccc(/C=N/Nc3ccc(C(=O)O)cc3)c2)cc1,25%,-3,713,/,/,/,0.0%,/,11%,9%
CC(C)CCn1c(CN(C)Cc2ccccc2)nc2c1c(=O)n(C)c(=O)n2C,5%,/,/,5%,-1.7%,1,-0.5%,6%,1%,3%
O=C(Nc1ccc(N2CCCCC2)cc1)c1ccccn1,-11%,0,663,-23%,-4.5%,1.2,-2.0%,-43%,0%,6%
CCOc1ccccc1N=C1SC(CC(=O)Nc2ccc(OC)cc2OC)C(=O)N1CCC1=CCCCC1 (stereo not given),-8%,3,641,7%,-3.3%,1,4.1%,24%,8%,1%
CC1CCN(c2ccc(/C=N\Nc3nncn3N)cc2[N+](=O)[O-])CC1,4%,16,479,44%,-8.7%,1.2,0.8%[50 µM],15%,-1%,8%
CC(=O)Nc1nnc(SCC(=O)c2ccc3c(c2)Cc2ccccc2-3)s1,10%,12,587,15%,-5.2%,1,0.1%,24%,18%,3%
COc1ccc(-c2cn3cc(C(F)(F)F)cc(Cl)c3n2)cc1,0%,12,663,5%,-1.5%,1.2,0.0%,9%,-5%,5%
CCOC(=O)c1ccc(NC(=O)CN2CCN(Cc3ccccc3)CC2)cc1,5%,-27,594,-5%,-3.3%,1.1,0.3%,-7%,-3%,1%
COc1ccc(NS(=O)(=O)c2ccc(S(=O)(=O)N(C)C)cc2)cc1S(N)(=O)=O,6%,1,663,6%,-12%,1,-0.1%,-6%,4%,5%
CC(=O)Nc1sc2c(c1C(c1cccc(F)c1)N1CCN(CCO)CC1)CCCC2 (stereo not given),-5%,4,713,-7%,-1.3%,1.1,7.7%,-6%,8%,-2%
COc1ccc(-c2nc3c4ccccc4ccn3c2CN2CCCCC2)cc1,5%,-8,718,10%,-1.8%,1.1,0.8%,14%,16%,-2%

Next part:
Molecule,M17LAP inhibition,Hep lipid drop,Hep lipid drop cells 6.5 µM,PMI inhibition,XIAP displacement,TNAP activators,K1F lysis inhibition,PMI inhibitors,Siah-1 displacement,P. falciparum M1AAP
CCOC(=O)/C(N=Nc1cc(C(=O)O)cc(C(=O)O)c1)=C(\O)CCl,16%,-8,466,-21%,-0.7%,1,3.4%[50 µM],-18%,4%,7%
COc1ccc(C)cc1NC(=S)NNC(=O)c1c(Br)cnn1C,2%,18,690,-7%,-1.6%,2.4,0.1%,-5%,4%,13%
N#CCCn1cc(C(=O)N2CCOCC2)c(-c2ccc3c(c2)OCCO3)n1,0%,32,770,5%,-8.5%,1.2,0.5%,-3%,1%,7%
CCCCn1c(=O)nc2n(-c3ccc(OC)cc3)c3ccccc3cc-2c1=O,2%,-21,667,-7%,-9.0%,1.1,1.5%,-34%,-3%,6%
COC(=O)c1cc(-c2cccs2)[nH]n1,5%,-1,628,-4%,-7.9%,0,0.2%,-7%,4%,9%
COc1ccc(-c2cccc(C3CC=CC4C3C(=O)N(Cc3ccccc3)C4c3ccc(C(F)(F)F)cc3)c2)cc1 (stereo not given),2%,-6,768,/,/,/,3.3%,/,-4%,6%
CCOC(=O)C1(C(=O)O)NC(=O)CC1c1ccccc1 (stereo not given),17%,/,/,-13%,-2.9%,1,5.0%,-9%,-2%,4%
Cc1ccc2cc(CN(Cc3cccs3)C(=O)c3ccco3)c3nnnn3c2c1C,-3%,-5,563,-3%,-4.9%,1,/,4%,4%,-4%
N/C(=N\OC(=O)N1CCOCC1)c1ccccc1,-1%,/,/,-2%,-18%,1.2,-0.1%,1%,10%,3%
COc1ccc(-c2nn(-c3ccccc3)cc2CNC(=O)c2cccc([N+](=O)[O-])c2)cc1,-3%,-18,685,19%,-4.9%,1.1,0.2%,22%,1%,6%
Cc1cc(C(=O)OCC(=O)NC(C)(C)C)c2ccccc2n1,16%,0,779,-8%,-4.2%,1,3.0%,-6%,0%,5%
Cc1ccccc1-c1nnc(SCc2ccccc2F)o1,1%,/,/,11%,-4.7%,1.1,-0.2%,14%,7%,2%
CN(C)c1nc(-c2ccccc2)c2cnn(Cc3ccccc3)c2n1,-18%,/,/,7%,-10%,1.3,-0.9%,7%,6%,?
CNC(=S)N(Cc1ccco1)Cc1cc2cc(OC)ccc2[nH]c1=O,6%,-16,671,/,-0.8%,1.1,-0.3%,/,1%,1%
COc1cc(Cl)ccc1NC(=O)COc1ccccc1C(=O)N1CCN(c2ccc(O)cc2)CC1,13%,/,/,16%,-2.4%,1.1,1.2%,6%,0%,5%
Cc1cc(=O)[nH]c(SCC(=O)Nc2cccc3ccccc23)c1C#N,2.2µM*,1,654,2%,-5.5%,1.1,4.3%,16%,-4%,19%
Fc1ccc(C2=Nn3c(Cc4ccccc4F)nnc3SC2)cc1,-6%,/,/,1%,-3.1%,1,1.4%,-7%,3%,-1%
O=C(OCCN1C(=O)c2ccccc2C1=O)c1cc(S(=O)(=O)N2CCOCC2)ccc1F,0%,5,782,1%,0.9%,1.1,3.5%,6%,-2%,-1%
Cc1cccc(N2C(=O)CC(NNc3nc4ccccc4s3)C2=O)c1 (stereo not given),-1%,-9,647,-1%,-15%,1.1,0.5%,7%,4%,0%
CCOC(=O)N1CCN(C(=S)NC2CCCCC2)CC1,-2%,0,692,-3%,-4.0%,1.1,-3.7%,0%,3%,13%

(next part)
Molecule,M17LAP inhibition,Hep lipid drop,Hep lipid drop cells 6.5 µM,PMI inhibition,XIAP displacement,TNAP activators,K1F lysis inhibition,PMI inhibitors,Siah-1 displacement,P. falciparum M1AAP
N#C/C(=C/c1cn(CC(=O)O)c2ccccc12)C(=O)Nc1ccccc1,10%,0,758,13%,-2.9%,1,6.0%,-8%,-7%,-2%
CCCCC(=O)Nc1nnn(CCC)n1,-4%,-8,738,-2%,-3.7%,1,-0.5%,4%,1%,1%
CN(Cc1cccc2cnccc12)C(=O)CCc1nnc(CCc2ccccc2)o1,15%,-16,734,8%,1.5%,1.1,0.1%,9%,-4%,6%
CC(C)(C)n1nnnc1CN1CCN2CCCC2C1 (stereo not given),-4%,-5,604,7%,-11%,1,0.3%,6%,-2%,1%
CN(C)C(=O)COc1ccc2cc(-c3ccccc3)c(=O)oc2c1,-66%,6,676,-2%,-2.0%,1.1,-0.1%,3%,-2%,3%
COc1ccc(OCC(=O)Nc2ccc(C)cc2)cc1,5%,1,822,-6%,-5.4%,1,0.3%,1%,0%,12%
Cn1nc(-c2ccccc2)cc1NC(=O)c1cccs1,-1%,-15,697,/,/,/,1.1%,/,-2%,4%
CCOc1ccc(NC(=O)N2CCCC2C(=O)NCC2CCCO2)cc1 (stereo not given),10%,-102,532,9%,-4.7%,1,0.3%,12%,-1%,4%
CCOC(=O)n1c(=O)n(Cc2ccc(F)cc2)c2ccccc21,5%,-4,711,-12%,-1.8%,1.1,-1.1%,-8%,4%,1%
Cc1ccc(-n2c(=O)[nH]c3c(C(N)=O)nc(-c4ccc(C)o4)nc32)cc1,-4%,/,/,-13%,-4.7%,2.7,0.3%,-10%,6%,2%
COCCNc1nnc(SCC(=O)NNC(=O)c2ccccc2)s1,14%,-8,675,12%,-5.3%,1.2,-1.3%,-4%,1%,6%
O=C(NC1CCCCC1)c1cnn2c(C(F)(F)F)cc(-c3ccco3)nc12,3%,/,/,7%,-4.9%,1,5.1%,6%,8%,-2%
Cc1csc(NC(=O)CN2C(=O)c3ccccc3C2=O)c1C(N)=O,-7%,-7,657,/,/,/,/,/,-4%,2%
Nc1o[nH]c(=O)c1Cc1ccccc1,-7%,10,686,/,/,/,0.0%,/,2%,3%
CCOc1ccc(OCC)c(NC(=O)CN2CCN(c3cccc(C)c3C)CC2)c1,10%,-1,717,-12%,-3.0%,1.1,6.1%,4%,4%,-1%
CC1CCN(c2nc3c(c(=O)n(C)c(=O)n3C)n2CCSc2ncccn2)CC1,/,8,665,9%,-1.9%,1.1,1.9%,11%,10%,/
O=C(Nc1nccs1)c1ccc(Cl)cc1[N+](=O)[O-],0%,/,/,7%,-1.8%,1.1,-3.9%,8%,-5%,8%
O=C(NC1CC1)c1cc2c(s1)CS(=O)(=O)C2,-7%,-2,685,15%,-18%,1,0.3%,2%,-2%,-3%
O=C(Nc1nnc(Cc2ccc(Cl)cc2)s1)c1ccco1,1%,2,740,-4%,-0.5%,1.1,-0.3%,1%,4%,3%
COc1ccc([N+](=O)[O-])cc1NC(=O)c1cn(-c2ccc(C)c(C)c2)c(=O)c2ccccc12,1%,7,700,-6%,-2.8%,1.1,1.5%,-4%,3%,7%
CC(=O)N1c2c(cc(Br)cc2S(=O)(=O)NCc2ccc3c(c2)OCO3)CC1C (stereo not given),-5%,-38,766,0%,-1.4%,1.1,0.1%,5%,0%,6%
CSc1n[nH]c(NC2=CC(=O)CCC2)n1,19%,/,/,-2%,-0.4%,1,0.2%,-2%,-2%,15%
